High-throughput results from PubChem BioAssay.
NadD inh: inhibitors of S. aureus NadD, primary screen, biochemical, colorimetric, uHTS; Nicotinate-nucleotide adenylyltransferase NadD (Staphylococcus aureus N315); 0.78% of 360,000 active; inhibition, % at 20 µM; purified NadD enzyme, colorimetric absorbance read-out; in the data active = inhibition above about 26%; also: some compounds past the cut are filed as inactive
MLLE-PAM2 inh: inhibitors of PABP1 MLLE–PAM2 peptide binding, primary screen, biochemical, fluorescence polarization, FITC-PAM2, GST-MLLE | Polyadenylate-binding protein 1 (Homo sapiens), P11940 | 0.36% of 360,000 active | inhibition, % at 20 µM; in the data active = inhibition above about 35%, passing the limit was not always enough;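 also: plate controls were DMSO wells with GST-MLLE for no effect and wells lacking GST-MLLE protein for full effect; some results filed as inactive read as strong as hits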
Rin1-Abl PPI inh: inhibitors of Rin1-Abl protein binding, primary screen, biochemical, TR-FRET | inhibition, % at 7.35 µM | 0.4% of 360,000 active | Tyrosine-protein kinase ABL1 (Homo sapiens) + Ras and Rab interactor 1 (Homo sapiens), …; in the data active = inhibition above about 5%, passing the limit was not always enough
Target sequence (P00519 whole entry, looked up): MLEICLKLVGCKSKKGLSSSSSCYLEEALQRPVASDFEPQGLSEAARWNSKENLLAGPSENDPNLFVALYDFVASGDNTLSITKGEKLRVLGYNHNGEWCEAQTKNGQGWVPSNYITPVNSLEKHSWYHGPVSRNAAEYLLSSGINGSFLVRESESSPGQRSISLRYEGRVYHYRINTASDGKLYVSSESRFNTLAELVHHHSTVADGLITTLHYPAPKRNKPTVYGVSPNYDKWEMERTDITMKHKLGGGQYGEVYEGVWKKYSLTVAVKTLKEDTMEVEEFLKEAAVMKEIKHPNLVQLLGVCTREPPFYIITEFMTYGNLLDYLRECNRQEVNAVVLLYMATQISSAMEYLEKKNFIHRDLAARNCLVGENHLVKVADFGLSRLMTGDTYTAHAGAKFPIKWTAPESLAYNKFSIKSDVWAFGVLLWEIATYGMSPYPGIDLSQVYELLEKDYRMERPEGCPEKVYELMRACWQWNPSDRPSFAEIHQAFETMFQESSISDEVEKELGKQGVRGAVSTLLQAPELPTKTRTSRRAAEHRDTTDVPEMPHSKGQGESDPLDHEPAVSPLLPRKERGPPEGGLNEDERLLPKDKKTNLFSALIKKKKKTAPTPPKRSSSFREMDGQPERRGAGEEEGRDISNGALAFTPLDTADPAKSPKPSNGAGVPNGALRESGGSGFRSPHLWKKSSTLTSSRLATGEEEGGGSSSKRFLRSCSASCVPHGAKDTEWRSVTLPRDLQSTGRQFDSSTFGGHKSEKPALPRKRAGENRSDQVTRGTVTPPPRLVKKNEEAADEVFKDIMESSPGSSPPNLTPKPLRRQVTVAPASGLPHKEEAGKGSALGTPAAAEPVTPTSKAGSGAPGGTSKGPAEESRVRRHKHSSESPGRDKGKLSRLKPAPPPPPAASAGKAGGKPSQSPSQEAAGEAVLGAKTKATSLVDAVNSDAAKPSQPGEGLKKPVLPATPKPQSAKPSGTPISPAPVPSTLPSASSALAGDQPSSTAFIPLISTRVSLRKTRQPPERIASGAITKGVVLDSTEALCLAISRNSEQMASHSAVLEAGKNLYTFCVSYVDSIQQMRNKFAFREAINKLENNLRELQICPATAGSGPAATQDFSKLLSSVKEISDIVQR
Target sequence (Q13671 whole entry, looked up): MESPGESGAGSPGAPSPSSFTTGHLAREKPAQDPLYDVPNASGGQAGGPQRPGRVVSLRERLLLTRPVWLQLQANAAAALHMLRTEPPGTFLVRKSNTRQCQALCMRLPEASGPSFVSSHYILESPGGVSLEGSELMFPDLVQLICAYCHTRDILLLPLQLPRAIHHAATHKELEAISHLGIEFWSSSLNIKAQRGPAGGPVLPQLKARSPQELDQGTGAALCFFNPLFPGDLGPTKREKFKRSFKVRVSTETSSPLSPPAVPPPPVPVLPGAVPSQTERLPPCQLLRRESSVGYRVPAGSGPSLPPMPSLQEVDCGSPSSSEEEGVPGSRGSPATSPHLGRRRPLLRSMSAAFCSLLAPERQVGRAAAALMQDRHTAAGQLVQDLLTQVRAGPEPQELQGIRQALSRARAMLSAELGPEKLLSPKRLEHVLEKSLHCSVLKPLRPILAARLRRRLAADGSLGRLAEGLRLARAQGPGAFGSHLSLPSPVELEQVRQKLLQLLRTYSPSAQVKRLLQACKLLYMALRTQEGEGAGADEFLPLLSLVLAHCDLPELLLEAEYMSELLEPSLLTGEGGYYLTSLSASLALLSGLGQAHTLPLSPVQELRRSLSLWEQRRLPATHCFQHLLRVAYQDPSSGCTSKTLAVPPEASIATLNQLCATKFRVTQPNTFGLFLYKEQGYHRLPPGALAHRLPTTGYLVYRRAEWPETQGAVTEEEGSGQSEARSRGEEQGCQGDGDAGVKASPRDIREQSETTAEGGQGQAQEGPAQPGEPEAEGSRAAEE
Rpn11 inh: Rpn11 (PSMD14) deubiquitinase inhibitors, primary screen, biochemical, fluorescence polarization, uHTS; 26S proteasome non-ATPase regulatory subunit 14 (Homo sapiens), O00487; 0.59% of 360,000 active; AID 588493, 2011; human 26S proteasome, Ub4-pepOG fluorescence polarization; 20S core pre-blocked with epoxomicin; calls only at 20 µM;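 active = inhibition at 20 µM, scaled to each plate's controls, above about 33%, limit read from the data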
SKN-1 block: suppressors of acrylamide-induced Pgst-4::GFP reporter in worms, primary screen, SKN-1 inhibitor project, whole organism, uHTS, GFP/RFP fluorescence ratio, strain VP596; C. elegans VP596 Pgst-4::GFP/RFP ratio, 24 h; inhibition, % at 21.8 µM; 0.49% of 360,000 active;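 active = interference check ratio from 0.5 to 1.5 plus GFP to RFP signal ratio inhibition reaching or exceeding a fixed threshold, cut at about 30% in these data, passing the limit was not always enough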; also: some compounds called inactive have numbers as strong as hits
CSN deneddyl inh: inhibitors of CSN-mediated cullin deneddylation, primary screen, biochemical, fluorescence polarization, uHTS. Purified CSN, SCF-Nedd8-OG deneddylation. inhibition, % at 12.5 µM. COP9 signalosome complex subunit 5 (Homo sapiens), Q92905. 0.38% of 360,000 active;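 active = pattern-corrected inhibition above about 35%, with an unprinted fluorescence ratio check between 0.5 and 1.5, limit read from the data, passing the limit was not always enough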;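 also: 0% = enzyme with substrate and 100% = substrate without enzyme; some results filed as inactive read as strong as hits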
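assay system = purified human Csn5 enzyme expressed in HEK293T cells | amount = 0.24 nM enzyme | buffer or medium = Tris/NaCl/DTT buffer, pH 7.5 | reagent = 10 nM SCFSkp2-Nedd8OG | compound = one concentration, 12.5 µM, 0.25% DMSO | times = 90 min reaction at room temperature | signal = FP | read-out basis = % inhibition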
Neddyl block: inhibitors of cullin neddylation, primary screen, biochemical, TR-FRET, uHTS, NAE and Ubc12 | NEDD8-conjugating enzyme Ubc12 (Homo sapiens) + NEDD8-activating enzyme E1 regulatory … | calls only at 25 µM | 0.58% of 360,000 active | AID 651699, 2012; in the data active = inhibition above about 36%
FAS TE block: FAS thioesterase domain inhibitors, primary screen, biochemical, fluorescence intensity, uHTS; Fatty acid synthase (Homo sapiens), P49327; recombinant FAS-TE, OMFH fluorogenic substrate, fluorescence endpoint; inhibition, % at 15 µM; 0.67% of 360,000 active; AID 602261, 2012;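 active = compounds whose normalised, plate-corrected inhibition of enzyme fluorescence in the single-dose primary screen is 50% or more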;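 also: 0% = DMSO with enzyme and 100% = substrate without enzyme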
MT1-MMP act inh: blockers of MT1-MMP proenzyme processing, primary screen, HT1080 RFP-PRO-GFP cells, GFP/RFP fluorescence | GFP/RFP ratio change, % at 20 µM | AID 651647, 2012 | 0.061% of 360,000 active | GFP/RFP ratio fluorescence, overnight; percent of plate control window, DMSO zero;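 active = GFP/RFP ratio change of at least 30% with cell ATP level not reduced by more than half and red fluorescence within 50% of control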; also: strong numbers were not always called active
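Material – HT1080 RFP-PRO-GFP cells · Control set – DMSO wells and RFP-L50D-GFP cells · Incubation – overnight cell settling, then overnight compound exposure, 37 °C, 5% CO2 · Compound dosing – single-point 20 µM compound, 1% DMSO · Read-out – GFP/RFP fluorescence ratio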
An asterisk follows results filed as active; i = inactive; . = no result given. This is a random part of the collection; about 3.9% have a hit in one of these screens.

smiles	NadD inh	MLLE-PAM2 inh	Rin1-Abl PPI inh	Rpn11 inh	SKN-1 block	CSN deneddyl inh	Neddyl block	FAS TE block	MT1-MMP act inh
CC(C)OCCCn1c(=NC(=O)c2cccs2)c(C#N)cc2c(=O)n3ccccc3nc21	6.2	129.4	-2.1	i	-3.5	-22.2	.	24.8	-4.8
O=C(Nc1ccc2c(c1)nc1n2CCN(Cc2ccccc2)C1)NC1CCCCC1	9.1	-12.4	0.7	i	5.2	8.9	.	-3.7	-0.8
Cc1ccc(S(=O)(=O)N(C)c2ccc(OC(=O)c3cccs3)cc2)cc1	-2.6	-19.1	1.6	i	7.5	-3.5	i	18.0	-3.2
Cc1ccc(-c2nn(-c3ccccc3)cc2CNCc2ccccc2)cc1	5.5	-9.1	1.7	i	15.2	-15.6	i	24.1	-10.1
CCN(c1ccc(NC(=O)CCNC(=O)c2ccco2)cc1)C(C)C	-1.2	-4.7	-0.3	i	-2.8	2.9	i	-3.7	2.1
COc1ccc(N=Cc2[nH]c3ccccc3c2O)cc1	6.7	-98.3	2.8	i	10.3	8.5	i	-22.8	-1.1
CCOC(=O)N1CCN(C(=O)/C=C/c2ccc([N+](=O)[O-])cc2)CC1	2.7	-1.7	2.1	i	-0.3	-1.1	i	1.7	.
Cc1ccc(-c2csc(NS(=O)(=O)c3cccc(F)c3)n2)o1	18.9	-9.2	-1.1	i	1.7	28.3	i	5.9	-13.0
CC(=O)N1CCN=C1SCc1cccc(C(F)(F)F)c1	2.1	8.0	-2.9	i	2.7	2.0	i	-5.2	3.5
O=C1CC(c2ccc(F)cc2)Cc2nc(NCC3CCCO3)ncc21 (centres undefined)	0.1	2.6	-3.3	i	-4.3	-1.8	i	-3.6	-2.4
COCCNC(=O)C1=C(N)C(C(=O)Nc2ccc(C)c(S(=O)(=O)N3CCCCC3)c2)SC1=Nc1ccc(C)cc1C (centres undefined)	49.6*	-8.4	3.6	i	-3.1	-0.8	i	12.6	-2.8
COc1ccc(CC(=O)Nc2cc(S(=O)(=O)N3CCOCC3)ccc2N2CCCC2)c(OC)c1	4.4	3.0	-1.3	i	-0.4	-1.2	i	-3.4	-5.9
Cc1ccc[n+](CC(=O)c2ccc(NC(=O)c3ccccc3)cc2)c1C	-6.4	-7.8	-1.0	i	4.1	-1.3	i	-1.3	-0.3
COc1ccc(NC(=S)/N=C(\N)Nc2nc(C)c3ccccc3n2)cc1	7.0	28.4	-2.2	i	4.9	-1.0	i	31.0	2.1
Cc1c(C(=O)O)sc(S(=O)(=O)N2CCN(C(=O)Cc3ccccc3Cl)CC2)c1C(=O)O	-2.9	11.4	0.5	i	-11.9	-6.5	i	-7.8	-1.1
CN(C)c1ccc(-n2cc3c(=O)n(C)c(=O)n(C)c3c2)cc1	-1.9	3.2	1.3	i	15.0	-2.7	.	3.0	-1.8
CC(=O)Nc1ccc(Br)c(Cl)c1	0.5	0.2	-0.8	i	-2.7	-1.9	i	1.4	2.0
Cc1ccccc1NC(=O)C(C)OC(=O)c1ccccc1C(=O)N(C)c1ccccc1 (centres undefined)	-0.1	-2.0	3.7	i	28.9	0.7	i	-3.4	-0.6
CCC(CC)C(=O)c1c[nH]c(C(=O)N2CCN(c3ccccc3F)CC2)c1	4.2	1.6	-0.5	i	7.7	-12.1	i	-2.6	.
O=C1c2ccccc2C(=O)C12OC2c1ccc(Cl)cc1Cl (centres undefined)	-2.0	-2.2	7.2*	i	-7.2	-1.1	i	28.2	-0.9
O=[N+]([O-])c1ccccc1N(CC1CO1)S(=O)(=O)c1ccccc1 (centres undefined)	1.6	-10.3	-0.6	i	-5.2	1.4	i	-4.6	-0.7
Cc1ccc(S(=O)(=O)CCC(=O)NC2CCCCC2)cc1	-2.1	-53.0	-0.2	i	10.8	-0.3	i	-8.0	-0.3
CCn1c(SCc2ccc(C)cc2)nnc1C1CCN(S(=O)(=O)c2ccc(OC)cc2)CC1	10.5	-18.9	1.5	i	0.8	-4.1	i	9.3	-2.6
CC1CCCCC1N(C)C1CCN(C(=O)CNC(=O)/C=C/c2cccc(Cl)c2)CC1 (centres undefined)	-5.1	-9.6	-3.7	i	-3.5	-4.6	i	-2.0	5.3
CC(C)(C)NC(=O)N1CCN(c2ncccc2C(F)(F)F)CC1	1.8	4.9	-1.0	i	1.1	-1.1	i	-3.0	3.2
COc1ccc(CCN(Cc2ccccn2)C(=S)Nc2cccc(SC)c2)cc1OC	-6.4	7.0	-0.4	i	4.1	-11.9	i	0.5	4.3
O=C(Nc1nnc(-c2cccnc2)o1)c1cccc(Cl)c1	3.9	9.1	1.2	i	3.3	-8.7	i	-1.7	-0.7
CC(C)C[C@H](NC(=O)c1[nH]cnc1C(=O)Nc1ccc(CNC(=O)OC(C)(C)C)cc1)C(=O)OCc1ccccc1	16.1	5.2	1.7	i	18.6	-1.2	i	19.3	6.1
CN(CC(=O)Nc1ccc(Br)cc1)Cc1ccccc1	-7.4	2.2	0.2	i	11.0	-4.5	i	12.8	-2.1
COc1ccc(-c2noc(N3CCC(C(=O)Nc4ccccc4Cl)CC3)n2)cc1	-5.7	3.3	1.5	i	-5.0	2.3	i	4.5	-4.2
O=C(COc1ccc(/C=N/NC(=O)c2ccccc2O)cc1)Nc1ccccc1	9.9	9.4	-0.7	i	9.5	6.2	.	1.3	2.3
O=S(=O)(c1ccc(S(=O)(=O)N2CCCN(Cc3ccccc3)C2)cc1)N1CCCCCC1	1.7	-3.1	2.5	i	3.3	-4.3	i	0.3	0.7
Cc1nc(SCC(=O)N2CC(=O)Nc3ccccc32)c2c(C)c(C)sc2n1	5.1	-2.4	-0.5	i	2.9	6.8	i	3.7	-6.2
N#Cc1c(-c2ccco2)cc(-c2cccnc2)nc1N	16.8	-12.7	-1.0	i	26.3	21.5	.	-6.6	-7.7
CCCc1nc2c(sc3nc4c(cc32)COC(C)(C)C4)c(=O)n1CCN(C)C	-7.1	-5.3	-2.8	i	11.8	-6.1	i	-2.7	-1.5
CCCCn1c(N)c(N(CC)C(=O)COc2ccc(C#N)cc2)c(=O)[nH]c1=O	-3.7	-18.8	1.0	i	1.8	-0.5	i	-7.0	-0.8
O=C(Nc1cccc2ncccc12)c1ccc(-c2ccc(Br)cc2)o1	2.6	2.8	-0.5	i	15.4	-0.9	i	0.5	-13.2
O=C(CCC1N=C2c3ccccc3N=C(SCc3ccc(F)cc3)N2C1=O)NCc1ccco1 (centres undefined)	6.8	-21.3	-1.9	i	11.7	1.7	i	4.7	-1.0
C=C(C)C(=O)Nc1cccnc1Oc1ccc(F)cc1	-4.2	-16.6	-0.8	i	12.2	1.4	i	-5.4	-1.1
O=C(NCc1ccccc1)C1CCCN(C(=O)Nc2ccccc2)C1 (centres undefined)	0.3	-1.0	-6.8	i	-27.0	4.5	i	-6.2	10.3
O=C(Nc1cccnc1Cl)c1ccc(Cl)c([N+](=O)[O-])c1	-1.3	12.3	-1.3	i	1.1	-1.6	i	-1.8	2.3
Cc1c(CN(C)C(=O)CSc2nc(-c3ccco3)cc(C(F)(F)F)n2)cnn1C	-4.0	11.0	1.6	i	4.3	0.7	i	-11.3	-2.2
COc1ccc(CNC(=O)CCn2ccc3cc(S(=O)(=O)N4CCCC4)ccc32)cc1	-8.0	7.2	-0.1	i	7.5	2.7	i	-1.1	0.2
O=C(Nc1cccc(S(=O)(=O)N2CCOCC2)c1)C1=NN(c2ccccc2)C(=O)CC1	-8.8	-1.5	-2.9	i	6.5	-0.1	i	0.3	5.6
COc1ccc(NC2CCCN(C(=O)CSc3ccncc3)C2)cc1 (centres undefined)	3.3	2.3	1.0	i	8.0	4.1	i	-3.2	1.8
CC(=O)c1cccc(S(=O)(=O)NCC(c2ccco2)N2CCCCC2)c1 (centres undefined)	2.3	7.7	-5.7	i	-10.8	2.6	i	-4.6	-3.4
Clc1ccc(OCCSc2ncccn2)c(Br)c1	-11.6	0.1	0.5	i	53.2*	-4.7	i	14.8	2.4
Cc1cc(C)cc(-n2c(=O)c3ccccc3n(CC(=O)NCC3CCCO3)c2=O)c1 (centres undefined)	0.3	6.5	2.6	i	20.7	2.9	i	-2.3	0.0
COc1cccc(C2CCCCN2Cc2nc(-c3ccc(C)o3)oc2C)c1 (centres undefined)	0.5	-30.9	-2.3	i	10.1	9.8	i	-0.7	-4.3
O=C(NNc1ncc(C(F)(F)F)cc1Cl)c1ccc(Cl)c(Cl)c1	1.6	3.3	-1.3	i	16.2	3.6	i	12.5	1.5
CCOC(=O)C1=C(O)C(=O)N(c2ccc(S(N)(=O)=O)cc2)C1c1ccc(OC)cc1OC (centres undefined)	-2.3	-19.5	0.9	i	-1.1	-0.5	i	-2.5	-5.7
CCO/C=C1/C(=O)N(c2ccc(OC)cc2)C(=O)c2ccccc21	2.1	-8.4	3.4	i	7.9	11.8	.	2.4	-1.2
Cc1ccsc1C(=O)NNC(=S)NC1CCCCC1	-1.5	5.5	-0.4	i	-14.7	1.9	i	40.1	3.6
Cc1ccc(NC(=O)C2CCCN2C(=O)OCc2ccccc2)cc1F (centres undefined)	2.1	2.9	2.5	i	15.9	1.0	i	1.8	-4.6
COc1ccc(NC(=O)CSc2nncn2C)c([N+](=O)[O-])c1	3.2	-8.2	-2.7	i	5.8	-5.1	i	-8.7	3.2
Cc1cc(C)nc(N2CCN(c3nc(-c4ccccc4)nc4c3oc3ccccc34)CC2)n1	-4.6	5.5	-3.3	i	4.1	4.7	i	-1.4	-1.5
O=C(Nc1cccc(NC(=O)c2ccccc2[N+](=O)[O-])c1)c1ccccc1Cl	2.0	-11.8	2.0	i	6.0	-3.8	i	4.2	6.6
CCCCN1C(=N)N([C@@H](C)CN2CCC[C@H]2CN2C(N)=NC[C@H]2C(C)C)C[C@H]1[C@H](C)CC	-1.1	-6.7	0.3	i	-13.0	-1.8	i	-6.2	1.2
